From PubChem
SR-BI uptake up: activators of SR-BI mediated HDL lipid uptake; CHO ldlA[mSR-BI] cells, DiI-HDL uptake fluorescence, 3 h; 100 = double the neutral-control signal; activation, % at 12.5 µM; 320,000 compounds, 0.096% hits;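 active = mean replicate activation of at least 60% and every replicate at or above 60%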;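 also: 0% = median plate neutral-control signal and 100% = twice that signal; values of inactives mirror those of a sister screen read the other way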
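Assay system: CHO ldlA[mSR-BI] cells, LDL receptor-null, SR-BI overexpressing; medium: Ham's F12 with 0.5% BSA, HEPES 25 mM, pH 7.4; also added: DiI-HDL 10 µg/mL; timing: 3 h uptake period with compound, 37 °C; signal: DiI fluorescence, bottom read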
PKA-R2B activ: PKA-R2B complex activation | P22694+P31323 | PKA-R2B holoenzyme dissociation, Cy5-IP20 fluorescence polarization; R2B truncated from residue 108, S112A mutant; 0% DMSO only, 100% 113 µM cGMP | activation, % at 11.4 µM | 340,000 compounds, 0.079% hits | AID 504700;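 active = activation above a cutoff set at the mean over all compounds plus 3 SD, cut at about 18% in these data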;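 also: higher means more holoenzyme dissociation and a rise in polarization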
Target sequence (P31323 whole entry, looked up, other chains not shown, the tested form may be a part): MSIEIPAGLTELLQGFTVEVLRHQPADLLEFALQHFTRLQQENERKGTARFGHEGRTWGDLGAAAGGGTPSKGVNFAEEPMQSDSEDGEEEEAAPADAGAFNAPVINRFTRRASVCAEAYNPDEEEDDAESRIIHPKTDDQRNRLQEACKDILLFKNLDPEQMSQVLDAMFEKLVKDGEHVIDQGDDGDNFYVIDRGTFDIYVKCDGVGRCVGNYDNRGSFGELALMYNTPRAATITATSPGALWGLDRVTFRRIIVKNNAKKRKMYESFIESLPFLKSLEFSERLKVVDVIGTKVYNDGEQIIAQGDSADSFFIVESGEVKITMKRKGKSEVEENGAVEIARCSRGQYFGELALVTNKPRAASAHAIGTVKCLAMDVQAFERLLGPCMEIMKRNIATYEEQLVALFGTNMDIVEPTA
LANA DNA inh: KSHV C-LANA DNA binding inhibition; MBP-C-LANA/FAM-LBS DNA binding, fluorescence polarization; 340,000 compounds, 0.078% hits; inhibition, % at 9 µM;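 active = highest replicate inhibition at or above 60% at 9 µM, even if other replicates fall short; inactive = all replicates below 60% inhibition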;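 also: 0% = neutral control wells and 100% = 4 µM acridine orange control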
CAL PDZ FP-1: CAL PDZ (human) peptide binding inhibition. purified CAL PDZ, TMR-peptide fluorescence polarization, 1 h. AID 602252. 300,000 compounds, 0.92% hits. Q9HD26. inhibition, % at 24.9 µM;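 active = mean inhibition of at least 30% with at least half of replicates also reaching 30%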;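 also: 0% = DMSO neutral control and 100% = excess unlabeled competitor peptide PRC23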
RTF Ca sens inh: cardiac RTF calcium desensitization | inhibition, % at 7.15 µM | IANBD-labeled cardiac RTF, Ca2+ fluorescence | P19429+P45379 | AID 493244 | 340,000 compounds, 0.12% hits;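 active = inhibition above the mean inhibition of all tested compounds plus 3 SD, cut at about 17% in these data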;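 also: assay run at fixed EC70 calcium of 1.6 mM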
Rtt109 HAT inh: inhibitors of Candida albicans Rtt109/Vps75 histone acetyltransferase; 330,000 compounds, 0.16% hits; AID 540336; Q5AAJ8; inhibition, % at 34.9 µM; purified Rtt109/Vps75, ThioGlo CoA-SH fluorescence, 4 h;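 active = inhibition of at least 50% in every replicate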
CAL PDZ FP-2: human CAL PDZ-peptide interaction inhibition; inhibition, % at 20 µM; 330,000 compounds, 0.02% hits; AID 504414; purified CAL PDZ, TMR-peptide fluorescence polarization, 1 h;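 active = highest replicate inhibition of at least 40%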;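 also: plate controls were DMSO neutral control wells for no effect and unlabeled competitor peptide control wells for full effect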
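Control set: unlabelled peptide and DMSO controls / Material: purified CerCALP PDZ construct / Timing: 1 h incubation at room temperature before polarization reading / Doses: 20 µM, one dose / Detection: fluorescence polarization (mP)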
Keap1-Nrf2 PPI: Keap1-Nrf2 (human) interaction inhibition. Keap1 Kelch-Nrf2 peptide fluorescence polarization, 1536-well. inhibition, % at 9.4 µM. 340,000 compounds, 0.15% hits. AID 504523; in the data active = inhibition above about 12%;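 also: human Keap1 Kelch domain with fluorescein labeled Nrf2 9mer peptide probe; 0% = neutral control wells and 100% = peptide positive control; higher means more block of Keap1 binding to Nrf2 peptide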
Target sequence (Q14145 whole entry, looked up, the tested form may be a part): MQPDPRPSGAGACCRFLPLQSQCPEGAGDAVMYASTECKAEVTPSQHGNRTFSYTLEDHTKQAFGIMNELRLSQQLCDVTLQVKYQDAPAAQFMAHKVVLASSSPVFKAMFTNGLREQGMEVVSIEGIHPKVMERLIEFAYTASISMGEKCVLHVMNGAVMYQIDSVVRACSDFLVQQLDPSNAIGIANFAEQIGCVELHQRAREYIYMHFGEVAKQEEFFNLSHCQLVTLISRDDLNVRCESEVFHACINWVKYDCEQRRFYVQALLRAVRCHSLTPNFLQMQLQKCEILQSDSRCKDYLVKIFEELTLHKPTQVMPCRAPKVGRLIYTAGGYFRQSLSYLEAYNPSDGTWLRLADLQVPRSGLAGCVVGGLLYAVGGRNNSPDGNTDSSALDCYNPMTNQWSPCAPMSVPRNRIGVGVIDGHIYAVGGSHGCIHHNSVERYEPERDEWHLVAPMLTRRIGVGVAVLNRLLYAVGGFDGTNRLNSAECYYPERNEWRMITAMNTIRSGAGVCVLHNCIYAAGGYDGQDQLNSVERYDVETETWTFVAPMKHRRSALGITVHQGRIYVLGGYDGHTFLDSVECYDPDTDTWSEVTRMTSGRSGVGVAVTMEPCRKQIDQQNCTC
cardiac RTF act: cardiac RTF calcium sensitization. P19429+P45379. IANBD-labeled TnC RTF fluorescence at EC20 calcium; 0% EC20 calcium, 100% full calcium. activation, % at 7.2 µM. 340,000 compounds, 0.24% hits;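 active = activation above the mean over all tested compounds plus 3 SD, cut at about 30% in these data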;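 also: rise in fluorescence read as greater calcium sensitivity of cardiac thin filaments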
DAGLB inh: blocks human DAGLB lipase activity; 340,000 compounds, 0.059% hits; AID 504411; inhibition, % at 5.17 µM; Q8NCG7; HEK293T DAGLB membrane lysate, EnzChek fluorogenic substrate; in the data active = inhibition above about 34%;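 also: 0% = enzyme with vehicle and 100% = wells lacking enzyme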
Numbers without * were called inactive; i = inactive; . = not tested or not shown. Compounds as they come. Share with any hit: about 1.6%.

A first look, two compounds:
SMILES	SR-BI uptake up	PKA-R2B activ	LANA DNA inh	CAL PDZ FP-1	RTF Ca sens inh	Rtt109 HAT inh	CAL PDZ FP-2	Keap1-Nrf2 PPI	cardiac RTF act	DAGLB inh
O=[N+]([O-])c1cccc(C2=NC(c3ccccc3)CO2)c1 (stereo not drawn)	-11	-3	-2.8	11	-3	-4	0.7	-2	-5	-1
Cc1cccc(C)c1OCC(O)CN1CCC(CN2C(=O)c3cccc4cccc(c34)C2=O)CC1 (stereo not drawn)	-43	-9	-1.3	-1	-25	20	-2.3	5	-2	0

The listing, from the first entry:
SMILES	SR-BI uptake up	PKA-R2B activ	LANA DNA inh	CAL PDZ FP-1	RTF Ca sens inh	Rtt109 HAT inh	CAL PDZ FP-2	Keap1-Nrf2 PPI	cardiac RTF act	DAGLB inh
O=[N+]([O-])c1cccc(C2=NC(c3ccccc3)CO2)c1 (stereo not drawn)	-11	-3	-2.8	11	-3	-4	0.7	-2	-5	-1
Cc1cccc(C)c1OCC(O)CN1CCC(CN2C(=O)c3cccc4cccc(c34)C2=O)CC1 (stereo not drawn)	-43	-9	-1.3	-1	-25	20	-2.3	5	-2	0
CCCCn1c(SCC2CCCO2)nc2cc(S(N)(=O)=O)ccc21 (stereo not drawn)	10	-6	-0.5	.	-4	-3	0.2	-3	1	3
C/C(=N\Nc1ccc([N+](=O)[O-])cc1)c1ccc2c(c1)OCO2	-52	-5	1.6	-5	-11	11	-2.7	0	1	4
CCN(CC)S(=O)(=O)c1ccc(NN)nc1	-7	-4	-0.5	0	-6	-14	-1.6	-2	-3	-1
COC(=O)c1[nH]c2ccc(C)cc2c1NC(=O)Nc1ccccc1OC	-80	3	-1.0	1	-2	8	-0.3	-4	-1	-1
Cc1ccccc1C(=O)Nc1cccc(C(=O)N/N=C/c2ccc3c(c2)OCO3)c1	-49	-3	-0.6	-8	-6	7	-4.2	5	0	0
CN(C(=O)CSc1nc(N)c2c3c(sc2n1)CSC(C)(C)C3)c1ccccc1	-65	-4	-0.9	-5	6	-10	0.2	-1	2	6
COc1cc(S(=O)(=O)N2CCC(c3nc4ccccc4s3)CC2)ccc1S(=O)(=O)NC1CCCC1	-30	-11	0.1	1	1	.	-2.7	-1	-9	-2
Cc1nc(SCc2ccc(C#N)cc2)n[nH]1	-24	-7	3.0	0	-9	-2	-0.7	-4	-1	-1
Cc1cc(N(CN2CCCC2=O)C(=O)c2ccc(OC(C)C)cc2)no1	41	1	1.1	-4	14	-3	0.1	0	-2	-1
COc1cccc(NC(=S)NCc2ccco2)c1	-21	-8	-0.8	-1	-1	-5	-0.9	-2	2	-1
COc1ccc(C(=O)Nc2ccccc2[N+](=O)[O-])cc1S(=O)(=O)N1CCOCC1	-12	0	0.9	1	1	5	-2.3	-4	-1	3
COc1ccccc1OCc1ccc(C(=O)NC(C)c2ccccc2)o1 (stereo not drawn)	-20	1	-2.7	10	-4	2	-1.9	-1	-4	-8
Cc1ccccc1OCCCCn1c(CO)nc2ccccc21	8	-7	1.7	-6	-1	1	-2.2	2	-2	-2
CCOC(=O)CC(NC(=O)C1c2ccccc2Oc2ccccc21)c1ccc(C)cc1 (stereo not drawn)	19	-1	1.2	-1	-2	0	0.7	0	4	-3
CC(CCc1ccccc1)NC(=O)N1CCOCC1 (stereo not drawn)	45	-5	-0.4	-2	-2	-8	-0.4	-6	4	2
CC(NC(=O)c1ccco1)C(=O)NC(C)c1cc(F)c(Cl)cc1Cl (stereo not drawn)	-7	6	0.8	-2	-4	-4	0.0	2	-7	0
CCC(=O)c1c[nH]c(C(=O)NCc2cccnc2)c1	14	-3	3.1	-4	-2	8	-3.2	2	-4	-1
COc1ccc(Nc2nc(N)nc(CSc3n[nH]c(-c4ccccc4)n3)n2)cc1	12	-3	-1.1	-5	-8	24	.	1	-9	5
C=CCN1C(=O)C(O)(CC(=O)c2ccc(OC)cc2OC)c2cc(Br)ccc21 (stereo not drawn)	6	-9	0.5	0	-4	-8	-1.8	-6	-1	-2
CCOC(=O)C1CCCN(C(=O)C(=O)Nc2ccc3nc4n(c(=O)c3c2)CCCCC4)C1 (stereo not drawn)	2	-9	0.4	2	1	11	-0.3	1	7	2
Cc1ccc(CS(=O)Cc2ccc(C(=O)N3CCN(c4ccccn4)CC3)o2)cc1 (stereo not drawn)	8	15	-0.8	.	-4	6	0.6	-2	-5	0
O=C1CC(N2CCc3ccccc32)C(=O)N1c1ccc(F)cc1 (stereo not drawn)	10	3	-0.3	4	-12	7	-0.9	-4	3	0
O=c1c2ccccc2nc(-c2ccc(Cl)cc2Cl)n1CCCn1ccnc1	12	5	-0.7	-10	-3	12	-1.0	-3	-3	-3
COc1cccc(C2=NOC(C(=O)NCc3ccco3)C2)c1 (stereo not drawn)	16	-13	0.4	.	-10	-25	-0.4	-3	-3	-4
N#Cc1ccc(OCC(=O)OCC(=O)Nc2cc(C(F)(F)F)ccc2N2CCOCC2)cc1	8	3	-0.7	1	-15	-6	-1.6	0	-6	1
Cc1ccc(S(=O)(=O)N2CC(O)C[C@H]2C(=O)OCC(=O)Nc2ccc(N3CCOCC3)cc2)cc1C (stereo partly drawn)	9	2	-0.3	-3	-10	2	-1.2	1	-3	2
c1ccc(Cn2nnc3c(N4CCc5ccccc5C4)ncnc32)cc1	13	-6	-0.8	.	-4	-9	-2.7	-6	1	-11
CC(=O)N1CCc2cc(S(=O)(=O)NCCC(=O)N3CCN(Cc4ccccc4)CC3)ccc21	-16	-5	-0.9	-1	-4	5	-2.3	-5	1	1
CN(CC(=O)Nc1ccc(N2CCOCC2)cc1)C(=O)CSc1ccccc1F	11	-1	0.3	1	-2	-2	-1.5	-5	-2	2
C=CCNc1nc(N)c([N+](=O)[O-])c(Nc2ccccc2OC)n1	4	0	3.6	-3	0	-2	2.4	-9	2	-1
Cc1ccc(-c2csc(=S)[nH]2)cc1	-9	0	-0.4	-1	-4	-4	-0.2	3	3	5
CCSc1ncc(Cl)c(C(=O)Nc2ccccc2Cl)n1	-8	3	-0.7	1	2	1	-1.0	-5	-1	-15
Cc1c(C(=O)/C=C/c2cccs2)oc2ccc(F)cc12	-14	-11	0.1	-3	8	3	-2.0	-2	0	-17
CCCCN(C(=O)c1cccc(-n2cccc2)c1)c1c(N)n(Cc2ccccc2)c(=O)[nH]c1=O	4	-2	-1.2	2	13	-4	-0.5	-3	-1	6
COc1ccccc1C(=O)COC(=O)C(NC(=O)Cc1ccccc1)C(C)C (stereo not drawn)	-33	-10	-0.5	-5	-1	3	-0.3	-5	1	-4
COc1cc2c3nnc(-c4ccc(F)cc4)c-3cn(Cc3cccc(C)c3)c2cc1OC	23	-3	26	2	-34	-5	-0.5	8	18	3
Nc1ccccc1O	11	i	-1.5	-2	i	-6	-3.9	i	i	6
O=C(CSc1nnc(COc2ccc(F)cc2)o1)N1c2ccccc2CCc2ccccc21	-61	2	0.0	-1	-1	4	.	-4	6	1

Copied from the list:
Rtt109 HAT inh with Nc1ccccc1O : -6
CAL PDZ FP-1 with CCSc1ncc(Cl)c(C(=O)Nc2ccccc2Cl)n1 : 1
DAGLB inh with CCCCN(C(=O)c1cccc(-n2cccc2)c1)c1c(N)n(Cc2ccccc2)c(=O)[nH]c1=O : 6
DAGLB inh with Cc1c(C(=O)/C=C/c2cccs2)oc2ccc(F)cc12 : -17
LANA DNA inh with COc1cc2c3nnc(-c4ccc(F)cc4)c-3cn(Cc3cccc(C)c3)c2cc1OC : 26

(cont.)
SMILES	SR-BI uptake up	PKA-R2B activ	LANA DNA inh	CAL PDZ FP-1	RTF Ca sens inh	Rtt109 HAT inh	CAL PDZ FP-2	Keap1-Nrf2 PPI	cardiac RTF act	DAGLB inh
O=C1SC(SCc2ccccc2)=N/C1=C\c1ccco1	10	4	0.7	-2	-6	2	-0.1	-5	2	-1
Cc1ccc(O)c(CNCCNCc2cc(C)ccc2O)c1	6	-6	-2.0	-5	8	-2	0.0	-2	-7	-17
COc1ccc(OCc2cc(C(=O)NC(C)Cc3cccnc3)no2)c(Cl)c1 (stereo not drawn)	-22	-14	-0.2	3	3	15	-0.8	0	-5	0
CCOC(=O)CSc1nnc(-c2ccco2)n1C	13	-1	0.2	.	-9	-2	0.5	-5	1	-3
COc1ccc(NC(=O)C23CCC(C2)C(C)(C)C3=O)cc1 (stereo not drawn)	1	3	0.5	.	-2	4	-0.5	0	1	-1
N/C(=N\S(=O)(=O)c1cc(C(F)(F)F)cc(C(F)(F)F)c1)c1ccccc1	4	0	-0.9	1	-1	13	-0.9	2	5	-4
O=C(Nc1cccc(Cl)c1)c1cc(F)cc2c1OCOC2	-12	-7	-1.1	-2	1	-7	-0.5	-1	8	-4
CCN(CCCNC(=O)CCCOc1cc(=O)n(C)c2ccccc12)Cc1ccccc1	-15	-1	-2.0	0	-6	-6	-2.0	-2	-4	-1
COc1cc(C(=O)Nc2cc(C(F)(F)F)ccc2-n2cncn2)cc(OC)c1OC	-53	1	-0.1	-7	-13	.	-3.3	-3	-1	-1
COc1cccc(NC(=O)C2C3C=CC(O3)C2C(=O)O)c1 (stereo not drawn)	6	-3	-0.8	-3	4	0	-4.3	-2	2	1
Cc1ccc(N(C(=O)c2csnn2)C(C(=O)NC2CCCCC2)c2cccnc2)cc1 (stereo not drawn)	18	-8	-1.2	-3	-22	1	-1.4	-4	-8	0
NS(=O)(=O)c1cccc(NC(=O)CC2(CC(=O)O)CCCC2)c1	.	-8	-0.8	.	-31	-15	1.3	-7	1	1

Profiles as entered above. Order of values: SR-BI uptake up | PKA-R2B activ | LANA DNA inh | CAL PDZ FP-1 | RTF Ca sens inh | Rtt109 HAT inh | CAL PDZ FP-2 | Keap1-Nrf2 PPI | cardiac RTF act | DAGLB inh
`CCSc1ncc(Cl)c(C(=O)Nc2ccccc2Cl)n1` in the list: -8 | 3 | -0.7 | 1 | 2 | 1 | -1.0 | -5 | -1 | -15
`O=C1SC(SCc2ccccc2)=N/C1=C\c1ccco1` in the list: 10 | 4 | 0.7 | -2 | -6 | 2 | -0.1 | -5 | 2 | -1
`Cc1ccccc1OCCCCn1c(CO)nc2ccccc21` in the list: 8 | -7 | 1.7 | -6 | -1 | 1 | -2.2 | 2 | -2 | -2
`Cc1c(C(=O)/C=C/c2cccs2)oc2ccc(F)cc12` in the list: -14 | -11 | 0.1 | -3 | 8 | 3 | -2.0 | -2 | 0 | -17
`CC(=O)N1CCc2cc(S(=O)(=O)NCCC(=O)N3CCN(Cc4ccccc4)CC3)ccc21` in the list: -16 | -5 | -0.9 | -1 | -4 | 5 | -2.3 | -5 | 1 | 1
